# Bioassay records as filed in PubChem BioAssay.
# GPR151 activ = activators of human GPR151, primary screen, cell-based, PathHunter beta-arrestin, luminescence; G-protein coupled receptor 151 (Homo sapiens), Q8TDV0; PathHunter beta-arrestin GPR151 cells; activation, % at 11.2 µM; actives 1% (n = 650,000); in the data active = activation above about 4.9%;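 note: 0% = median of compound wells and 100% = cells with positive control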
# Target sequence (Q8TDV0 whole entry, looked up): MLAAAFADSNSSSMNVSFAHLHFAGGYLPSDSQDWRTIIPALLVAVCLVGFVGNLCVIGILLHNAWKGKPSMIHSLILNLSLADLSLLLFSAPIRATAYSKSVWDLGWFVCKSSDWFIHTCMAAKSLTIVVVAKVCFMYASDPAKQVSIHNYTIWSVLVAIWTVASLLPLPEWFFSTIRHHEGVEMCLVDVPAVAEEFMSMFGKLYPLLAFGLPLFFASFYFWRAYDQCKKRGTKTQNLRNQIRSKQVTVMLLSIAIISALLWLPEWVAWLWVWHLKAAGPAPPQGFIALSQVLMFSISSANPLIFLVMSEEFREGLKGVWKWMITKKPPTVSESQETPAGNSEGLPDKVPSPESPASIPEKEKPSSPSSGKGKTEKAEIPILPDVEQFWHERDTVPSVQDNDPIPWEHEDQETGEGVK
# FBW7 act = FBW7 E3 ligase activators, primary screen, biochemical, AlphaScreen, human; F-box/WD repeat-containing protein 7 (Homo sapiens), Q969H0; normalized activity (activation), % at 26.1 µM; AlphaScreen FBW7–phospho-cyclin E peptide binding, activator screen; AID 1259310, 2017; actives 0.13% (n = 650,000); in the data active = normalized activity above about 1.9%;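 note: purified mutant Fbw7 with reduced substrate affinity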
# TEAD-YAP inh = TEAD-YAP interaction inhibition, primary screen, TEAD-YAP interaction inhibitor project, luminescence, HEK-TIYL cells; inhibition, % at 9.12 µM; TEAD-Gal4/YAP UAS-luciferase luminescence; actives 1.4% (n = 640,000); in the data active = inhibition above about 32%;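 note: 0% = median of test compound wells and 100% = reference inhibitor wells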
# MITF inh = MITF inhibitors, primary screen, biochemical, AlphaScreen, human | inhibition, % at 2.6 µM | AlphaScreen MITF homodimerization, bead proximity signal | actives 0.91% (n = 650,000) | Microphthalmia-associated transcription factor (Homo sapiens), O75030; in the data active = inhibition above about 50%;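 note: 0% = vehicle wells with protein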
# Target sequence (O75030 whole entry, looked up): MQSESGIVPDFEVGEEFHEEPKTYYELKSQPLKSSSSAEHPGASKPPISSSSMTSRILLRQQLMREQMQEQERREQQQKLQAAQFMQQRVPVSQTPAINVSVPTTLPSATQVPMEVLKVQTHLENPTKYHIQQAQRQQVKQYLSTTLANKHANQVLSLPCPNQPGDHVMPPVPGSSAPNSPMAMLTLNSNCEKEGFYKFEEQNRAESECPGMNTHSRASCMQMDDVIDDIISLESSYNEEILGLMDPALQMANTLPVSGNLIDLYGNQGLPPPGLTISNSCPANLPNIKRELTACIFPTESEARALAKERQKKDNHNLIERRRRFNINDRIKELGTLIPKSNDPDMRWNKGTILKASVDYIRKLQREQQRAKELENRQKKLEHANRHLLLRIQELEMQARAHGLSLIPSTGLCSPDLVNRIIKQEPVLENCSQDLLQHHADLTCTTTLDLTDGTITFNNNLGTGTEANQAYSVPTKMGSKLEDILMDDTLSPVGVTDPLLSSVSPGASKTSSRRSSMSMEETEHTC
# An asterisk follows results filed as active; · = not tested or not shown; & = joins results of further samples.
SMILES,TEAD-YAP inh,MITF inh,FBW7 act,GPR151 activ
CCOC(=O)C1=C(N)N(c2ccc(S(N)(=O)=O)cc2)C2=C(C(=O)CCC2)C1c1ccc(SC)cc1 (stereo not given),2,-4,-0.1,1.6
O=C(Cc1ccccc1)Nc1ccccc1[N+](=O)[O-],-2,-2,0.0,0.1
c1ccc(CNc2nc(Cc3ccccc3)nc3sc4c(c23)CCCC4)cc1,13,4,0.3,-1.7
CCNc1nc(NCC)n2c(SCC(=O)c3ccc4c(c3)OCCO4)nnc2n1,5,-9,-0.2,2.5
NC(=O)CSc1nccc2c(OCc3ccc(F)cc3)cccc12,-7,8,-0.2,-5.6
O=c1[nH]c2ccc(NCc3ccc(F)cc3)cc2[nH]1,2,8,-0.3,-0.7
O=C(NC(c1cccs1)c1ccc2cccnc2c1O)C1CCCCC1 (stereo not given),11,14,0.5,1.0
COC(C(=O)N1CCc2nc(N3CCOCC3)[nH]c(=O)c2C1)c1ccccc1 (stereo not given),10,15,0.1,1.0
COc1ccc(CCNc2nc(-c3ccc(N4CCOCC4)nc3)nc3c2ncn3C(C)C)cc1,3,19,0.1,-0.1
O=C(Nc1nccs1)c1cccc(N2C(=O)c3ccccc3C2=O)c1,-19,8,-0.1,0.6
COCC(=O)Nc1nnc(Cc2ccccc2)s1,-1,-2,0.3,-0.7
Cc1nc2c(-c3ccccc3)c(C)nn2c(C)c1CC(=O)NCc1ccccc1Cl,-11,2,-0.1,-0.5
CCc1cc2c(cc3c(=O)n(CC(=O)NC4CCCC4)nc(CC)n32)s1,17,5,-0.1,0.1
Cc1ccc(CN2C3=C(C(=O)CC(C)(C)C3)C(c3cccc(F)c3)C3=C2CC(C)(C)CC3=O)cc1,13,7,0.3,2.2
COc1cccc(NC(=O)c2ccc(S(=O)(=O)N3CCCCC3)cc2)c1,3,7,0.1,-0.6
CCCCOc1ccc(-c2nc(C=Nc3cc(Cl)ccc3C)c(O)o2)cc1,-16,-5,-0.2,1.7
FC(F)Oc1ccc(C2=Nn3c(nnc3C3CC3)SC2)cc1,-8,-3,-0.2,-1.4
Cc1nnn(C23CC4CC(CC(C(=O)Nc5ccc(C)c(F)c5)(C4)C2)C3)n1,0,-11,0.1,-0.8
CC(=O)NC1C(=O)N(CC(C)C)c2ccccc21 (stereo not given),4,0,-0.1,0.2
CCOC(=O)c1c(-c2ccccc2)csc1NC(=O)CSc1ncnc2scc(-c3ccccc3)c12,10,8,0.1,-1.0
Cc1ccc(C)c(OCCOCCNC(C)(C)C)c1,2,33,0.1,0.2
CCOc1ccccc1CN1C(=O)C2C(C(=O)Nc3ccc(C(C)C)cc3)C3C=CC2(O3)C1C(=O)NC1CCCCC1 (stereo not given),4,0,0.0,1.3
COc1ccc(NC(=O)CSc2nnc(NC(C)=O)s2)c([N+](=O)[O-])c1,6,-7,0.0,0.6
O=C(NCC1CCCO1)c1ccc2c(=O)n(Cc3ccco3)c(=S)[nH]c2c1 (stereo not given),5,2,0.0,-0.9
CC1=Nc2cc(C(=O)NC(C)C)ccc2Sc2ccccc21,3,6,0.4,0.7
Cc1nc(C)c(C(=O)NCC2Cc3cc(-c4ccc(S(C)(=O)=O)cc4)ccc3O2)s1 (stereo not given),22,-17,-0.2,0.5
Cc1cc2nc(C3CCCN3C(=O)CCn3nccc3C)[nH]c2cc1C (stereo not given),5,9,-0.1,-0.7
CC(C)Cn1[nH]c2c3c(ccc2c1=O)C(=O)c1ccccc1C3=O,5,-6,-0.3,-0.2
Cc1ccnc2nc(C(=O)OCC(=O)Nc3ccc(OC(F)F)cc3)nn12,12,6,0.0,0.4
CCOc1ccc(C(=O)Nc2ccc(N3CCN(C(C)=O)CC3)cc2)cc1[N+](=O)[O-],6,0,0.0,-1.2
COc1ccccc1C1=NOC(C(=O)Nc2cccc(C(F)(F)F)c2)C1 (stereo not given),-6,-7,0.0,1.3
CCOc1ccccc1NC(=O)C1=C(C)NC(=O)NC1c1cc(OC)ccc1OC (stereo not given),0,8,0.1,-1.1
CCC(=O)NCCc1cc2c(OC)ccc(OC)c2[nH]c1=O,12,7,0.0,0.9
COc1ccc(OC)c(/C=C2/SC(=S)N(C(C(=O)O)C(C)C)C2=O)c1 (stereo not given),0,9,0.1,0.5
CCN(CC)c1ccc(-c2nc3cnccn3c2NCCOC)cc1,-54,10,0.1,-0.4
O=C(c1c[nH]c2ccc(S(=O)(=O)N(CCCN3CCOCC3)Cc3ccco3)cc2c1=O)N1CCc2ccccc21,2,4,-0.1,-1.6
COc1cc(/C=C2\NC(=O)N(Cc3ccccc3F)C2=O)ccc1OC(C)C(=O)O (stereo not given),-2,6,-0.1,0.0
CS(=O)(=O)N(CC(=O)Nc1cccc([N+](=O)[O-])c1)c1ccc(F)cc1,15,8,-0.1,-1.7
O=[N+]([O-])c1cccc(-c2nn(-c3ccccc3)cc2CO)c1,-14,-1,0.0,1.2
COc1cccc(C(=O)Nc2cc(=O)n(C)c(=O)n2C)c1,13,8,0.5,10*
CCOc1cc(/C=C2/C(=N)N3N=C(CC)SC3=NC2=O)ccc1OCCSc1ccc(Cl)cc1,17,5,0.1,0.0
O=C1CC(c2ccccc2)=NN1c1cccc([N+](=O)[O-])c1,2,6,-0.1,-1.6
CC(C)CCOc1cccc(C(=O)Nc2ccc(N3CCOCC3)cc2)c1,4,-4,-0.3,-1.0
CCOC(=O)c1ccc(NC(=O)C2CC(=O)N(C)C(=Nc3cccc(C(F)(F)F)c3)S2)cc1 (stereo not given),-14,9,0.4,-0.3
CC(=O)N1CCN(CC(O)Cn2c3ccccc3c3ccccc32)CC1 (stereo not given),-4,7,0.1,-0.8
Cc1ccc(S(=O)(=O)Nc2ccc(Br)cc2C(NCC(=O)O)c2ccccc2)cc1 (stereo not given),1,-8,-0.1,3.4
NC(=O)c1oc2ccccc2c1NC(=O)c1c(F)cccc1F,22,12,0.2,1.0
CC(=O)NCC(=O)N[C@@H](Cn1nnc2ccccc21)C(C)C,6,8,0.0,3.6
O=C(Nc1ccccc1)C1C2CCC3C(CCC21)C3(Cl)Cl (stereo not given),6,-1,0.0,0.2
COc1ccc2c(c1)O[C@H](c1ccc3c(c1)OCO3)C(OC(=O)Nc1ccc(C)c(Br)c1)C2=O (stereo not given in full),·,-2&8,0.1&0.1,3.5&0.3
C/C(=N\Nc1nc2ccccc2s1)c1ccc([N+](=O)[O-])cc1,-13,-7,0.0,2.1
Cc1cccc(NC(=O)c2cc([N+](=O)[O-])cc([N+](=O)[O-])c2)n1,6,-13,-0.3,0.8
COc1ccc(OC)c(C2C(=O)N(C3CCC(C)CC3)CC(=O)N2CCc2ccccc2)c1 (stereo not given),-1,1,0.0,0.6
Cc1nnc(SC2CC(=O)N(c3ccc(C)c(C)c3)C2=O)s1 (stereo not given),1,10,-0.5,-0.1
O=C(O)CCCN1C(=O)c2cccc([N+](=O)[O-])c2C1=O,15,1,0.0,-0.3
COc1cccc2sc(=NC(=O)c3ccc(S(=O)(=O)N4CC(C)CC(C)C4)cc3)n(C)c12 (stereo not given),2,7,0.2,-0.7

# The list continues:
SMILES,TEAD-YAP inh,MITF inh,FBW7 act,GPR151 activ
N#Cc1ccccc1OCC(=O)N/N=C/c1ccc(O)c([N+](=O)[O-])c1,-14,-6,-0.1,1.3
COCCNC(=O)CN(C(=O)CCC(=O)Nc1ccccn1)c1ccc(C)cc1,-7,9,0.3,-0.8
CCOC(=O)c1csc(NNC(=O)c2ccccc2)n1,0,-4,-0.2,-1.6
CCCCC/C=C\C/C=C\C/C=C\CCCC/C=C\CCC(=O)O,·,10,·,0.3
CCN1CCN(C(c2cccs2)C(C)NS(=O)(=O)c2ccc(C)cc2)CC1 (stereo not given),-4,3,-0.1,-0.4
O=C(CSc1nnc(NC(=O)c2cccs2)s1)NC1CCCCC1,10,7,0.1,-0.8
CCCn1ncc(CN2CCC(CO)(Cc3ccc(OC)cc3)CC2)c1C,-5,-11,-0.1,0.2
Cc1cc(NC(=O)CSc2n[nH]c(COc3ccc(Cl)cc3)n2)no1,-11,0,0.1,-0.5
COc1ccc(Br)cc1C1N(c2ccc(C)cc2)CCN1c1ccc(C)cc1,14,11,0.4,-1.2
Cc1ccc(-c2nnc3n(Cc4ccc(Cl)cc4)c4c(=O)[nH]c(=O)n(C)c4n23)cc1,-15,6,-0.2,1.3
CNc1nc(-c2cc(C)n(-c3c(C)n(C)n(-c4ccccc4)c3=O)c2C)cs1,1,-1,-0.1,1.2
CCOC(=O)CN1C(=O)C(O)(CC(=O)c2cccs2)c2ccccc21 (stereo not given),12,5,0.6,0.0
O=C(c1cnc2sc3ccccc3n2c1=O)N1CCCCC1,-10,16,0.5,0.1
O=C(NC1CCCC1)C1CCN(C(=O)c2n[nH]c3ccccc23)CC1,-8,0,0.3,1.0
CCCNC(=O)C1CCN(S(=O)(=O)c2c(C)cc(C)cc2C)CC1,0,-14,-0.1,-0.7
N=c1c(C(=O)NCc2ccccc2)cc2c(=O)n3ccccc3nc2n1C1CCCCC1,-2,5,-0.1,0.1
CCCOc1ccccc1N1C(=O)CC(Nc2ccccc2)C1=O (stereo not given),4,-1,0.0,3.3
Cc1ccc(C)c(NS(=O)(=O)c2ccc3c(c2)OCCN3C)c1,-3,-4,-0.2,-1.2
CCc1ccc(NC(=O)CSc2ncnc3c2sc2ccccc23)cc1,11,-3,-0.1,-0.3
O=C1Nc2cc(C(=O)N3CCN(Cc4ccc5c(c4)OCO5)CC3)ccc2Sc2ccccc21,-6,6,0.0,0.8
Cc1nc(CSc2nc3c(sc(=S)n3-c3ccccc3C)c(=O)n2-c2ccccc2C)cs1,-6,-7,-0.1,0.0
Cc1ccccc1OC(=O)c1ccccc1[N+](=O)[O-],-7,16,0.4,-3.2
CCOC(=O)c1c(NC(=O)C(C)Sc2nnc(CNC(=O)c3ccc(C)c([N+](=O)[O-])c3)n2C)sc2c1CCC2 (stereo not given),1,1,0.0,2.5
CCOC(=O)N1CCN(C(=O)c2cc(COc3cccc(C(F)(F)F)c3)on2)CC1,-55,4,-0.1,-0.8

# Continued (three carried over from the part before).
SMILES,TEAD-YAP inh,MITF inh,FBW7 act,GPR151 activ
Cc1ccccc1OC(=O)c1ccccc1[N+](=O)[O-],-7,16,0.4,-3.2
CCOC(=O)c1c(NC(=O)C(C)Sc2nnc(CNC(=O)c3ccc(C)c([N+](=O)[O-])c3)n2C)sc2c1CCC2 (stereo not given),1,1,0.0,2.5
CCOC(=O)N1CCN(C(=O)c2cc(COc3cccc(C(F)(F)F)c3)on2)CC1,-55,4,-0.1,-0.8
CC(C)C(OC(=O)CN1C(=O)C2CCCCC2C1=O)C(=O)NC(N)=O (stereo not given),6,7,-0.1,0.1
Cc1cc(C(C)(C)C)cc(S(N)(=O)=O)c1C,-3,25,0.0,-1.7
O=C(O)CNc1nc(-c2ccccc2)c2cc(Br)ccc2n1,0,1,0.7,-0.8
Cc1cc(C(C)(C)C)ccc1OCC(=O)N/N=C/c1ccc([N+](=O)[O-])o1,4,-10,0.0,4.2
O=C1CC(c2nc3ccccc3n2Cc2ccccc2F)CN1c1ccccc1 (stereo not given),-11,-3,-0.2,8.8*
O=S(=O)(NCC12CC3CC(CC(C3)C1)C2)c1cccc2nsnc12,3,11,0.1,2.7
Cc1cc(Nc2ccc(N(C)C)cc2)n2ncnc2n1,7,15,0.1,-0.3
O=C(Nc1nnc(-c2ccc(F)cc2)s1)c1c(F)cccc1F,-1,13,0.1,-0.6

# Single values from the entries so far:
# GPR151 activ result of `O=C(O)CNc1nc(-c2ccccc2)c2cc(Br)ccc2n1` → -0.8
# MITF inh result of `O=C(Nc1nnc(-c2ccc(F)cc2)s1)c1c(F)cccc1F` → 13
# GPR151 activ result of `Cc1cc(Nc2ccc(N(C)C)cc2)n2ncnc2n1` → -0.3
# MITF inh result of `Cc1cc(C(C)(C)C)ccc1OCC(=O)N/N=C/c1ccc([N+](=O)[O-])o1` → -10
# TEAD-YAP inh result of `Cc1cc(C(C)(C)C)cc(S(N)(=O)=O)c1C` → -3
# TEAD-YAP inh result of `CC(C)C(OC(=O)CN1C(=O)C2CCCCC2C1=O)C(=O)NC(N)=O` (stereo not given) → 6

# More records
SMILES,TEAD-YAP inh,MITF inh,FBW7 act,GPR151 activ
COC(=O)C1=CN(Cc2ccc(F)cc2)C=C(C(=O)OC)C1c1cc(OC)c(O)c([N+](=O)[O-])c1,-6,10,-0.3,0.5
Cc1cc(C)c2nc(N3CCC(C(=O)O)CC3)sc2c1,4,-1,0.1,-0.4
N#CCCSc1ccccc1NC(=O)c1ccc([N+](=O)[O-])o1,8,-4,-0.1,1.4
Cc1c(C(=O)NCc2ccccn2)oc2ccc(S(=O)(=O)N3CCOCC3)cc12,-5,-11,0.0,-0.3
COC(=O)c1ccccc1NC(=O)c1cnn2c(C(F)(F)F)cc(-c3ccccc3)nc12,4,8,0.1,0.2
CN(c1ccc(C(=O)NCCSCc2ccc(Cl)cc2)cc1)S(=O)(=O)c1ccccc1,3,26,1.0,-0.3
NNC(=O)/C(=C\c1ccccc1)CCO,5,-9,0.0,-0.2
